zVAD death inh: blocks zVAD induced death of L929 cells | L929 zVAD necroptosis rescue, ATP luminescence, 24 h; with zVAD 60 µM | viability rescue, % at 10 µM | 220,000 compounds, 0.38% hits | AID 1377;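 active = activation, scaled between plate controls, above about 75%, limit read from the data; inactive = activation under that limit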;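 note: 0% = zVAD with DMSO and 100% = DMSO alone without zVAD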
Hck-Nef inh: inhibitors of human Hck kinase activated by Nef | P08631 | Recombinant Hck-YEEI plus Nef, Z-Lyte FRET kinase assay | inhibition, % at 20 µM | 220,000 compounds, 0.68% hits | AID 463187;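 active = Hck-Nef kinase inhibition above about 50%, limit read from the data; inactive = inhibition below that limit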;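 note: 0% = DMSO with Hck plus Nef and 100% = Hck alone without Nef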
Target sequence (P08631 whole entry, looked up): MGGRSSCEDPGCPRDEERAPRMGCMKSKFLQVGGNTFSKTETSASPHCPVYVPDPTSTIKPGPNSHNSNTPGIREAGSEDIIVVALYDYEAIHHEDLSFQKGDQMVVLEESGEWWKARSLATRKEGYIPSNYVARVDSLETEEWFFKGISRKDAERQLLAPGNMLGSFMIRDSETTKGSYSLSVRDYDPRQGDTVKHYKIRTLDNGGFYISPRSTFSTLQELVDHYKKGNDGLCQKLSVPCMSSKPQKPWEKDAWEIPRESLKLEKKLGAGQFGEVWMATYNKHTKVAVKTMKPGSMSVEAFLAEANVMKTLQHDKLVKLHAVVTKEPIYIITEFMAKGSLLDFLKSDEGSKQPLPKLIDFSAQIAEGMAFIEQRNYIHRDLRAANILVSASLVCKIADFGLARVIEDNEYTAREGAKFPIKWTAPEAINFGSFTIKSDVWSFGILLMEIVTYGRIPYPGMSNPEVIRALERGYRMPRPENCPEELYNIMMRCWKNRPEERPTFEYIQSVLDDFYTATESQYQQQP
m-calpain inh: blocks pig calpain II enzyme activity. purified calpain II, fluorogenic peptide substrate, 30 min. AID 1236. inhibition, % at 16 µM. 220,000 compounds, 0.37% hits;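 active = inhibition above about 50%, limit read from the data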
TbHK1 inh: blocks Trypanosoma brucei hexokinase 1 activity. recombinant TbHK1, G6PDH-coupled NADH A340. inhibition, % at 10 µM. 220,000 compounds, 0.11% hits. AID 1430;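 active = inhibition of 50% or more in the single-dose primary screen; inactive = inhibition below 50%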
14-3-3 Bad inh: disrupts binding of bovine 14-3-3 zeta to phospho-Bad peptide. P63103. TR-FRET 14-3-3zeta/Dy647-pBad peptide displacement, 1 h. inhibition, % at 21.7 µM. 220,000 compounds, 0.71% hits. AID 781;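 active = inhibition above about 70%, limit read from the data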;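 note: 0% = full 14-3-3 plus peptide FRET controls and 100% = background without 14-3-3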
Target sequence (P63103 whole entry, looked up): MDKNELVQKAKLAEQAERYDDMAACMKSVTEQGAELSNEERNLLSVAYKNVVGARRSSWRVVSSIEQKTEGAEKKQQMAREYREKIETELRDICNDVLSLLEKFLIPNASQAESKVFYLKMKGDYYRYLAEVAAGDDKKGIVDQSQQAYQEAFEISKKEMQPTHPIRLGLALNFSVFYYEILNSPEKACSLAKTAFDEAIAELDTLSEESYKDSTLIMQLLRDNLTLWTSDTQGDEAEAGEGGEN
eIF4E-4G inh: inhibitors of eIF4E and eIF4G interaction in translation initiation. AID 782. TR-FRET eIF4E-eIF4GI(517-606) binding, 2 h. 220,000 compounds, 0.37% hits. inhibition, % at 21.7 µM. P63073+Q04637;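 active = inhibition above about 30%, limit read from the data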;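 note: 0% = full FRET control wells and 100% = background wells lacking eIF4GI fragment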
Rad51 HR inh: blocks human Rad51 in homologous recombination; inhibition, % at 10 µM; hRad51 DNA strand exchange, fluorescence dequenching; AID 1385; Q06609; 200,000 compounds, 0.085% hits;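 active = inhibition above 40% at the single screening dose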;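 note: 0% = DMSO control wells and 100% = blanks with heterologous ssDNA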
Target sequence (Q06609 whole entry, looked up): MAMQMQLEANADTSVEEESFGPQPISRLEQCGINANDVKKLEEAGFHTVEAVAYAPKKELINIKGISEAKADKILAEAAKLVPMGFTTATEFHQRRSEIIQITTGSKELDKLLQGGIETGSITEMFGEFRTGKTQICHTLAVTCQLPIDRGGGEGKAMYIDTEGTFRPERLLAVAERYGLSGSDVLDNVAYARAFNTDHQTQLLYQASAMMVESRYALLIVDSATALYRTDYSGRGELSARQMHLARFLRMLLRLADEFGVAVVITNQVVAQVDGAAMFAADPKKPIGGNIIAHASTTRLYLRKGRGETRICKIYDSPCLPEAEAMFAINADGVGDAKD
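Material: human Rad51–ssDNA filaments; Probe or stimulus: labelled 47-mer dsDNA for strand exchange; Doses: single 10 µM dose; Incubation: 37 °C 15-min filament assembly, 30-min compound preincubation, 15-min exchange; Technique: FRET fluorescence dequenching, excitation 485 nm, emission 520 nm; Measure: Fluorescence-based percent inhibition, control- and blank-normalised; Benchmarks: plate control and blank wells.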
PGE2 EP2 inh: blocks the human prostaglandin E2 receptor EP2 | P43116 | 260,000 compounds, 0.52% hits | C6 glioma cells expressing human EP2, cAMP TR-FRET; cells stimulated with saturating PGE2 | AID 1422 | inhibition, % at 25 µM;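 active = percent inhibition above 40 after rounding to a whole number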;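 note: rat C6 glioma host cells with rolipram phosphodiesterase inhibitor present; the protocol text gives 20 µM as final concentration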
EP2 mod: EP2 receptor (human) modulation; P43116; EP2-expressing cells, cAMP HTRF FRET, PGE2 co-stimulation; induction, % at 25 µM; 260,000 compounds, 0.83% hits; AID 940;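 active = compounds whose cAMP rise, as percent of the full-agonist control response, exceeds 60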;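 note: rat C6 glioma line stably carrying human EP2 under a CMV promoter; the protocol text gives 20 µM as final concentration; 100% = response of wells given 1 µM PGE2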
Numbers without * were called inactive; i = inactive; · = no result given; [ ] = another dose, or the depositor's remark. The list is partial; the hit share may differ from the screen's.

SMILES	zVAD death inh	Hck-Nef inh	m-calpain inh	TbHK1 inh	14-3-3 Bad inh	eIF4E-4G inh	Rad51 HR inh	PGE2 EP2 inh	EP2 mod
CCn1c(COc2ccccc2)nnc1SCC(=O)C(C)(C)C	3.1	0	12	4	-1	8	-3	20	17
COc1cc(NC(=O)C(=O)NNC(=O)C2CCCCC2)c(OC)cc1Cl	1.4	1	-6	25	0	2	6	8	29
CN(C)c1ccc(C(=O)/C=C/c2ccc(Br)cc2)cc1	0.1	2	16	24	5[fluorescence artefact?]	2	-2	5	-35
CCCc1[nH]nc2c1C(c1ccc(OCCN3CCOCC3)c(OCC)c1)C(C#N)=C(N)O2 (stereo not drawn)	-0.3	14	26	-1	-9	-1	5	14	0
COc1ccc(CCC(C)Nc2ccc(F)cc2)cc1 (stereo not drawn)	-0.1	0	1	-3	17	4	-2	4	-24
Fc1ccc(-c2nnc(CSc3nnc(-c4ccc5c(c4)OCO5)o3)o2)cc1	0.5	1	-69	-4	6	-2	-5	6	-39
Cc1cccn2c(=O)c3cc(C(=O)NCc4ccco4)c(=N)n(CCOCCO)c3nc12	-0.3	75*	i	-6	-9	-7	5	3	-6
O=C(O)C1CC(=O)N(c2ccc(OCc3ccccc3Cl)cc2)C1 (stereo not drawn)	0.0	-1	4	-2	6	2	-3	14	5
CCc1cccc(NC(=O)CN2C(=O)NC3(CCCCCCC3)C2=O)c1	2.4	3	28	6	-3	2	2	16	-29
CCn1ccc(C(=O)Nc2ccccc2Cl)n1	22	23	22	4	-2	5	4	10	6
COc1ccc(Cl)cc1NC(=S)NNC(=O)C1(C)CC1(Cl)Cl (stereo not drawn)	0.1	1	15	9	-15	-2	-19	4	-26
C=CCO/N=C(\C)c1c(O)c(C)c(-c2ccccc2)n(-c2ccccc2)c1=O	-0.4	5	9	-6	-1[fluorescence artefact?]	3	0	18	28
O=C(CN1C(=O)C2CC=CCC2C1=O)NCC(=O)Nc1ccc(F)c(F)c1F (stereo not drawn)	3.2	17	-9	3	-12	0	11	8	28
Cc1nn(-c2ccc(Cl)cc2)c2sc(C(=O)c3c(N)n(C)c(=O)n(C)c3=O)cc12	0.5	1	-93	-8	28	-19	-6	1	6
COc1cccc(/C=N/N2CCOCC2)c1O	1.3	1	-1	-6	-6	5	-1	6	2
COC(=O)Nc1nc(-c2cc(Cl)ccc2Cl)cs1	1.8	-5	19	-2	2	2	2	10	-19
COc1ccc(CCNC(=O)CCSc2nc(-c3ccco3)cc(C(F)(F)F)n2)cc1OC	0.1	2	-11	-30	54	3	4	14	-52
CCNc1ccccc1C(=O)O	-0.6	2	-145	4	-3	2	9	12	-22
Cc1ccc2c(c1)NC(=O)C(N1CCOCC1)(C(F)(F)F)O2 (stereo not drawn)	1.5	1	-3	-7	-11	-1	7	16	9
O=C(CCCCCCCC(=O)c1ccccc1)c1ccccc1	9.1	18	20	7	-3	-1	3	9	16
COc1ccc(C)cc1NC(=O)c1ccoc1C	0.1	2	-15	4	0	1	-4	9	17
O=C(Nc1ccccc1F)NC1CC1	0.6	-5	-19	0	-15	-1	3	10	7
O=C(COC(=O)c1ccc[nH]c1=O)NCCc1ccc(F)cc1	1.1	7	-9	-2	-2	4	10	4	14
O=C(/C=C/c1c(Cl)cccc1Cl)NCc1ccco1	-0.1	3	20	9	3	7	1	6	-30
O=C(CCNS(=O)(=O)c1ccc(Br)s1)NCc1ccc(F)cc1	0.8	20	-9	-2	-6	1	8	9	7
O=C(c1cc2nc(-c3ccc(F)cc3)cc(C(F)(F)F)n2n1)N1CCCC1	1.8	2	-188	-7	5[fluorescence artefact?]	-8[fluorescence artefact?]	-13	8	15
Cc1ccc(NC(=O)COC(=O)C(CC(C)C)N2C(=O)C3CC=CCC3C2=O)c(C)c1 (stereo not drawn)	0.6	1	-17	-7	2	1	1	8	7
O=C(CN1C2=NCCN2c2ccccc21)c1ccc2c(c1)OCO2	-0.8	1	-25	-4	-13	3	-4	8	-4
O=C(COc1ncnc2sccc12)NC1CCCc2ccccc21 (stereo not drawn)	1.3	1	-29	-1	-7	4[fluorescence artefact?]	-6	5	19
COc1ccc(Cc2nnc(N/N=C(\C)c3ccccc3)[nH]c2=O)cc1OC	0.6	11	27	-9	-3	-1	-4	4	-43
CCOC(=O)c1c(C)[nH]c(C(=O)COC(=O)/C=C/c2ccc(OCC#N)c(OC)c2)c1C	-1.1	15	-111	-20	7	6	-12	3	-5
CC12CN3CC(C)(CN(C1)C3c1ccc(Cl)cc1Cl)C2=O (stereo not drawn)	0.1	15	6	0	-2	-1	-10	5	-2
Cc1ccc(S(=O)(=O)N2CCOCC2)cc1NC(=O)COC(=O)c1ccc2c(c1)OCO2	0.6	22	-16	-5	-14	3	2	5	-15
CC(=O)Nc1ccc(S(=O)(=O)Nc2nccc(/C=C/c3ccccc3F)n2)cc1	49	22	-47	-7	-4	-4	-1	7	41
O=C(COC(=O)C1(c2ccccc2F)CCCC1)NCc1cccs1	-0.2	22	34	9	13	2	-6	6	-44
CCOc1ccc(N=C(NC#N)SC)cc1	-0.2	1	27	9	-3	0[fluorescence artefact?]	3	10	1
O=C(CSc1nnc2ccccn12)NCc1cccs1	2.6	-6	-31	-4	-8	3	-5	1	25
CS(=O)(=O)N(CC(O)CON=C1c2ccccc2-c2ccccc21)c1ccc(F)cc1 (stereo not drawn)	1.2	-2	-15	-5	2[fluorescence artefact?]	2	8	-5	-24
COc1ccc(OC)c(C2=NOC(C(=O)NCc3ccccn3)C2)c1 (stereo not drawn)	-0.3	2	-33	-8	1	1	·	·	3
C=CCn1c(SCc2cccc3ccccc23)nnc1-c1cccnc1	-0.4	2	0	-3	-7[fluorescence artefact?]	3[fluorescence artefact?]	-3	2	4
O=C(c1ccc([N+](=O)[O-])cc1)N1CCN(c2cccc3[nH]ccc23)CC1	1.1	7	-9	-3	-1	11	-1	15	-27
COc1cc(/C=N/NC(=O)c2ccoc2C)ccc1O	0.8	2	16	-38	-11	0	-2	7	11
CCOC(=O)c1c(NC(=O)COC)sc(C)c1C	0.4	1	-13	-8	4[fluorescence artefact?]	4	3	13	22
CCN(CC)S(=O)(=O)c1ccc(OC)c(NC(=S)Nc2cccc(C)c2)c1	1.1	7	10	29	-9[fluorescence artefact?]	-3	6	10	-6
O=c1c2[nH]c3ccccc3c2ncn1CCN1CCOCC1	0.1	-1	-2	-4	-5	-3	1	16	-7
Cc1nc2ccc(NC(=O)c3ccco3)cc2nc1C	0.4	29	-332	-32	3	1	4	7	-32
N#CC1=C(N)Oc2c(O)cc3ccccc3c2C1c1ccsc1 (stereo not drawn)	0.4	3	-8	-2	-6	8	-6	4	20
COc1ccc2c(c1)NC(C)(C)C=C2C	-1.1	11	-11	-4	7	4	-7	0	31
COc1cccc(C(=O)NC2CC3CCCC(C2)N3CC(=O)Nc2ccccc2)c1 (stereo not drawn)	0.8	7	36	20	83*[fluorescence artefact?]	11	-3	15	-75
CC(C)CNC(=S)N1CCN(c2nc3ccccc3s2)CC1	15	27	-29	-3	-5	-1	6	9	-87
CCCN=C(N)/C(C(=O)OCC)=C(\O)c1ccc(OC)cc1	-0.2	2	-19	-2	6	1	6	5	3
CC(C)(C)c1ccc(NC(=O)CSc2nnc(-c3n[nH]c4ccccc34)o2)cc1	55	0	-8	12	-3[fluorescence artefact?]	6	-4	10	25
CC(=O)NNC(=S)NC(=O)C(c1ccccc1)c1ccccc1	4.0	17	15	5	-9	-2	6	12	-45
COC(=O)[C@@H](NC(=O)NC(C)CCc1ccccc1)C(C)C (stereo partly drawn)	0.6	0	-32	4	-9[fluorescence artefact?]	5[fluorescence artefact?]	0	8	14
CCN(CC(=O)N1CCN(C)CC1)S(=O)(=O)c1ccc(Cl)cc1	0.5	7	-56	5	-4	0	·	17	21
C[C@@H]1NC(=O)[C@H](CC(N)=O)NC(=O)c2cc([N+](=O)[O-])cc(I)c2OCC[C@@H](C(=O)NC(CC(=O)O)C(N)=O)NC1=O (stereo partly drawn)	1.1	1	9	-2	11	0	-8	6	21
Cc1ccc(N2NC(=O)/C(=C/c3ccc(-c4ccc(Cl)c(C(=O)O)c4)o3)C2=O)cc1	1.1	25	-5	11	4	11	1	7	3
Cc1ccc(-c2cc(C(F)F)n3ncc(C(=O)N4CCCCC4c4cccnc4)c3n2)cc1 (stereo not drawn)	-0.9	1	-94	-15	5	2	-6	16	-13
CCOc1ccc(N2C(=O)CC(N)C2=O)cc1 (stereo not drawn)	0.2	0	-5	-3	10	0	1	11	21
Cc1cc(C)cc(N(C(=O)c2ccccn2)C(C(=O)NC2CCCCC2)c2cccs2)c1 (stereo not drawn)	-0.4	-1	17	-3	3	1	0	8	7

Four compounds already listed, sorted by formula weight, low to high.
SMILES	zVAD death inh	Hck-Nef inh	m-calpain inh	TbHK1 inh	14-3-3 Bad inh	eIF4E-4G inh	Rad51 HR inh	PGE2 EP2 inh	EP2 mod
CCOc1ccc(N2C(=O)CC(N)C2=O)cc1 (stereo not drawn)	0.2	0	-5	-3	10	0	1	11	21
Cc1nc2ccc(NC(=O)c3ccco3)cc2nc1C	0.4	29	-332	-32	3	1	4	7	-32
COC(=O)[C@@H](NC(=O)NC(C)CCc1ccccc1)C(C)C (stereo partly drawn)	0.6	0	-32	4	-9[fluorescence artefact?]	5[fluorescence artefact?]	0	8	14
C[C@@H]1NC(=O)[C@H](CC(N)=O)NC(=O)c2cc([N+](=O)[O-])cc(I)c2OCC[C@@H](C(=O)NC(CC(=O)O)C(N)=O)NC1=O (stereo partly drawn)	1.1	1	9	-2	11	0	-8	6	21

(listing goes on)
SMILES	zVAD death inh	Hck-Nef inh	m-calpain inh	TbHK1 inh	14-3-3 Bad inh	eIF4E-4G inh	Rad51 HR inh	PGE2 EP2 inh	EP2 mod
CC1CC1C(=O)OCC(=O)Nc1ccccc1Oc1ccccc1 (stereo not drawn)	1.5	16	49	5	8	1	-5	7	33
CCn1ncc([N+](=O)[O-])c1C(=O)Nc1c(C)nn(Cc2ccc(F)cc2)c1C	0.6	5	-13	-6	3	1	·	4	2
CCNNC(=O)C(O)(c1cccc(C)c1)c1cccc(C)c1	0.2	0	-13	1	-1	0[fluorescence artefact?]	-2	5	14
CC(C)CC(=O)NC(=S)Nc1nc(-c2ccccc2)cs1	-0.3	2	3	-5	-19[fluorescence artefact?]	-3	11	7	-9
Cc1ccccc1CNc1nc(N)n(-c2ccccc2)n1	3.1	4	-23	3	33[fluorescence artefact?]	-4	-4	8	-2
Cc1cc(C)n(S(=O)(=O)c2cc(C)c(C)cc2C)n1	-0.1	1	4	-2	-5	-18	-1	4	26
CCOC(=O)N1CCN(C(=O)c2cc3cc(Br)ccc3oc2=O)CC1	1.5	1	-15	-16	2	-3	-5	2	-3
C/C(=N\N=C1/NC(=O)C(C)S1)c1ccc([N+](=O)[O-])cc1 (stereo not drawn)	0.3	2	-6	-13	-16	10	-5	4	-7
Cc1ccc(S(=O)(=O)N2CCCC2C(=O)NC2CCCCC2)cc1 (stereo not drawn)	0.4	2	-12	-32	5	8	5	4	17

3 entries from above, with values under each structure:
Values run as follows: zVAD death inh, Hck-Nef inh, m-calpain inh, TbHK1 inh, 14-3-3 Bad inh, eIF4E-4G inh, Rad51 HR inh, PGE2 EP2 inh, EP2 mod
- COc1ccc(C)cc1NC(=O)c1ccoc1C
    0.1, 2, -15, 4, 0, 1, -4, 9, 17
- CN(C)c1ccc(C(=O)/C=C/c2ccc(Br)cc2)cc1
    0.1, 2, 16, 24, 5[fluorescence artefact?], 2, -2, 5, -35
- O=C(COC(=O)c1ccc[nH]c1=O)NCCc1ccc(F)cc1
    1.1, 7, -9, -2, -2, 4, 10, 4, 14

Compound activity deposited in PubChem by several laboratories.
